# IL-2 act: qHTS of IL-2 Activators. IL-2 activation reporter assay, cell-based qHTS; stimulated with anti-CD3/CD4/CD28 beads; in transgenic mouse T cells. 360,000 tested, 0.065% active. activation, % (series mostly up to about 46 µM); in the data active = activation above about 50%; inconclusive = mostly about 30% to 49%; also: 0% is about no effect
#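 Readout is EGFP and DsRed signal by fluorescent plate cytometry after 18 h at 37 degrees C. Transgenic mouse T cells (750/well) received compound for 60 min before bead stimulation (anti-CD3, anti-CD4, anti-CD28); memory T cells served as non-tolerant control.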
# D3 ag: qHTS of D3 Dopamine Receptor Agonist: qHTS. D(3) dopamine receptor (Homo sapiens), P35462. D3R DiscoveRx beta-arrestin cells, luminescence, 90 min. max activation, %. 410,000 tested, 0.58% active; in the data active = max activation above about 30%; also: 0% is about no effect; mostly tested at two doses, the higher about 12 µM
#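 Agonist-mode cell screen: cells plated at 1500/well and incubated overnight at 37 °C, then exposed to library compounds for 90 min at 37 °C. Detection reagent was added for 30–60 min at room temperature, and luminescence was read.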
# PI5P4Ka inh: qHTS for Inhibitors of phosphatidylinositol 5-phosphate 4-kinase (PI5P4K) | Phosphatidylinositol 5-phosphate 4-kinase type-2 alpha (Homo sapiens), P48426 | PI5P4Kalpha enzyme, ADP-Glo luminescence, 60 min; hits give low values | max response, % | 330,000 tested, 1.2% active | AID 652105, 2013; active = max response of -50% or lower; inconclusive = between -30% and -50%; inactive = -30% or higher; also: value at the top dose of about 77 µM; % is scaled to controls: 0 for no effect and ±100 for the full control effect
#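 Controls without substrate or without enzyme flank wells where PI5P4Kalpha converts substrate using 5 microM ATP (final). Incubation lasts 60 minutes at room temperature; ADP formed is read by ADP-Glo luminescence.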
# PLK1 PBD inh: qHTS for Inhibitors of PLK1-PDB (polo-like kinase 1 - polo-box domain): Primary Screen; Serine/threonine-protein kinase PLK1 (Homo sapiens), P53350; Plk1 PBD binding of FITC phosphopeptide, fluorescence polarization; Potency, µM, for inactives: max response, negative = inhibition, actives largely listed as inhibitors; 360,000 tested, 2.8% active; also: potency is read from the fitted curve at half-maximal effect; series mostly up to about 57 µM; % is scaled to controls: 0 for no effect and ±100 for the full control effect; nearly all actives have a fitted effect of over 65% in size
# GLP1R cytotox: qHTS of GLP-1 Receptor Inverse Agonists: Cytotox Screen; HEK293 cAMP-luciferase reporter cells, luminescence, 24 h; Potency, µM (series often up to 38.3 µM), without a hit: top-dose activity change, negative = inhibition, actives largely listed as inhibitors; 410,000 tested, 0.13% active; AID 624418, 2012;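 also: loss of luciferase light is scored as toxicity; potency is read from the fitted curve at half-maximal effect; % is scaled to controls: 0 for no effect and ±100 for the full control effect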
#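 Luminescence readout: signal drop marks cytotoxicity. Plated cells grew 12 h at 37 °C, 5% CO2, received 23 nL compound for 24 h, then got luciferase reagent, read after 12 min at RT.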
# WRN helicase inh: qHTS for Inhibitors of WRN Helicase; Bifunctional 3'-5' exonuclease/ATP-dependent helicase WRN (Homo sapiens), Q14191; WRN helicase unwinding, fluorescent forked duplex, kinetic; Potency, µM (doses to about 114 µM), for inactives: at the top dose activity change, negative = inhibition, hits mostly inhibitors; 360,000 tested, 0.46% active; AID 651768, 2012; also: potency is read from the fitted curve at half-maximal effect; % is scaled to controls: 0 for no effect and ±100 for the full control effect; nearly all actives have a fitted effect of over 55% in size
# Target sequence (Q14191 whole entry, looked up): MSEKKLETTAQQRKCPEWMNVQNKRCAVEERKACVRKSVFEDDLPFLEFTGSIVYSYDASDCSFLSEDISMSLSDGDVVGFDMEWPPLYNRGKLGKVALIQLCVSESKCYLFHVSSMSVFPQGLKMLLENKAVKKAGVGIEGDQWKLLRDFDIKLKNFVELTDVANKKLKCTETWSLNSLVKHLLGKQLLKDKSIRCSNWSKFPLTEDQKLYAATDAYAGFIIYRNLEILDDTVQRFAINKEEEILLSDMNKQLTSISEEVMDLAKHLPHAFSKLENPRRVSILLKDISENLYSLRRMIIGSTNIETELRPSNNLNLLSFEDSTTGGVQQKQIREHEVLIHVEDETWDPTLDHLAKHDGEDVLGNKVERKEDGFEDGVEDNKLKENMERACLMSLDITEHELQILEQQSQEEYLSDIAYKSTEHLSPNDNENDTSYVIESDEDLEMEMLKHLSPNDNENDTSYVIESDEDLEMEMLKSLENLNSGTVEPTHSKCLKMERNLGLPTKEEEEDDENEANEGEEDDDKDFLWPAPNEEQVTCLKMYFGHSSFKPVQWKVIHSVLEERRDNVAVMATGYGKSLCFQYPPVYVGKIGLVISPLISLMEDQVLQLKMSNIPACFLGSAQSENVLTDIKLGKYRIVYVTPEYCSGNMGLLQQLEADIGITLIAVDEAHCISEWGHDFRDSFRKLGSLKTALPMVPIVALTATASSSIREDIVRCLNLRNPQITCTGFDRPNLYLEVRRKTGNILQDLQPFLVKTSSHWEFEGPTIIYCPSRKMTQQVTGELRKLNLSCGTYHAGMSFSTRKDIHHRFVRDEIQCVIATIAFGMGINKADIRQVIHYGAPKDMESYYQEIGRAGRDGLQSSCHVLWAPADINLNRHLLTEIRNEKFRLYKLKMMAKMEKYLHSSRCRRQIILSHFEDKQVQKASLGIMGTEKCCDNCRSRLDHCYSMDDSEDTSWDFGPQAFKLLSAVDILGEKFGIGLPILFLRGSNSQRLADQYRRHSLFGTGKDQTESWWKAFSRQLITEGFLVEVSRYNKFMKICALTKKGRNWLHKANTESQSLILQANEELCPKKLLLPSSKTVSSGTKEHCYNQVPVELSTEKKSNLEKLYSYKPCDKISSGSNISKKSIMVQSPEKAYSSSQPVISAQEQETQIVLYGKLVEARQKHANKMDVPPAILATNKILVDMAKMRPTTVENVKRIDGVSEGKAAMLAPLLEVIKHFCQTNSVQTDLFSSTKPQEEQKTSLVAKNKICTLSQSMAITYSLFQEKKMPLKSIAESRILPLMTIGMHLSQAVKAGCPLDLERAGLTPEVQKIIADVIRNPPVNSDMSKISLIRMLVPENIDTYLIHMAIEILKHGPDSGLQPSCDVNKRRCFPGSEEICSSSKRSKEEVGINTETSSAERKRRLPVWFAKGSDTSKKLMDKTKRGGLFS
#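 Screening of the MLSMR collection measured strand separation of a quenched forked DNA duplex (100 nM) by 20 nM WRN with 2 mM ATP, all final. Compounds were preincubated with enzyme 15 min at room temperature.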
# GLP1R ag: qHTS of GLP-1 Receptor Agonists; 380,000 tested, 0.007% active; Potency, µM (titrated, usually from 45.6 µM), inactives show at the highest dose activation, hits mostly activators; Glucagon-like peptide 1 receptor (Homo sapiens), P43220; HEK293 GLP-1R CRE-luciferase, luminescence, 4-6 h; cells express a hypersensitive GLP-1R form; also: potency is read from the fitted curve at half-maximal effect; % of control where 0% means no effect
# DRD3 antagonist: qHTS of D3 Dopamine Receptor Antagonist: qHTS. D(3) dopamine receptor (Homo sapiens), P35462. D3R cells, DiscoveRx beta-arrestin luminescence, antagonist mode; hits give low values. max response, negative = inhibition, %. 360,000 tested, 2.5% active. AID 652054, 2013; in the data active = max response below about -50%; inconclusive = no clear call, values can overlap the other calls; also: % is scaled to controls: 0 for no effect and ±100 for the full control effect; mostly tested at two doses, the higher about 12 µM
#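 Cells expressing the human receptor were seeded at 1500 cells/well, incubated overnight at 37 degrees C in 5% CO2, then exposed to library compounds with dopamine controls for 90 minutes at 37 degrees C before luminescent detection.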
# GLP-1R inv ag: qHTS of GLP-1 Receptor Inverse Agonists (Inhibition Mode); HEK293 GLP-1R CRE-luciferase, luminescence, 24 h; GLP-1R form is constitutively active; Potency, µM (doses to about 38.3 µM), for the others: top-dose activity change, negative = inhibition, actives largely listed as inhibitors; 410,000 tested, 1.6% active; AID 624417, 2012; also: potency is read from the fitted curve at half-maximal effect; % is scaled to controls: 0 for no effect and ±100 for the full control effect; nearly all actives have a fitted effect of over 55% in size
#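 qHTS in 1536-well format: reporter HEK293 cells expressing constitutive GLP-1R activity in DMEM + 10% Nu serum, 24 hr with compounds at 37 deg C, luminescence read after 12 min with detection reagent.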
# Starred values were filed as active, the others as inactive; ? = inconclusive; · = no result given; [ ] = another dose, or the depositor's remark. Unless noted, calls follow the shape of the dose curve; as a rule, active = well fitted curve in the direction sought with a large enough effect; inconclusive = small, poorly fitted or top-dose-only effect, or another doubt; inactive = no such curve, though single readings can be large; an effect the other way counts as inactive or inconclusive. No enrichment for hits; about 7.8% have a hit in one of these screens.
SMILES,IL-2 act,D3 ag,PI5P4Ka inh,PLK1 PBD inh,GLP1R cytotox,WRN helicase inh,GLP1R ag,DRD3 antagonist,GLP-1R inv ag
O=c1[nH]c2cc3c(cc2cc1CN(Cc1ccco1)C(=S)NCC1CCCO1)OCCO3 (configuration not stated),-0.9,-1.7,-1.1,-8.5%,-15.5%,-4.1%,20.8%,-12.3,-11.2%
CC(=O)c1c(C)[nH]c(C(=O)COc2ccc3ccc(=O)oc3c2)c1C,0.0,2.9,3.5,-10.6%,3.1%,4.5%[11.6 µM],0.9%,8.0,-19.6%
CCc1ccccc1N1C(=O)N(CC(=O)c2ccc(OC)cc2)c2ccccc2S1(=O)=O,·,1.0,·,·,-4.8%,·,-4.7%,·,-15.7%
CC(C)c1ccc(S(=O)(=O)c2nnn3c2nc(N2CCCCC2)c2ccccc23)cc1,-1.0,1.6,1.4,-13.9%,2.0%,-5.7%,-2.1%,-4.3,4.4%
CCC1(c2ccccc2)C(=O)N(C(=O)OC(C)(C)C)N1C(=O)OC(C)(C)C (configuration not stated),-2.6,14.0,7.3,-13.5%,-24.4%,-7.3%,-2.5%,9.5,-28.1%
CCOc1ccc(NC(=O)CN(C)CC(=O)Nc2ccccc2SC)cc1OCC,-2.0,-4.2,5.8,-11.5%,18.0%,4.0%,4.5%,-15.4,52.4%[activator]
Cn1cc(C(=O)NC2C3CC4CC(C3)CC2C4)cn1 (configuration not stated),0.0,-9.1,4.6,-11.3%,12.0%,-16.0%,14.8%,-14.3,0.5%
C=CCNC(=O)c1ccccc1NC(=O)C1CCN(S(=O)(=O)c2ccc(SC)cc2)CC1,0.3,4.2,-7.9,-5.4%,10.0%,-3.5%,14.2%,-14.1,?
CCN(CC)CCn1c2c(c(SCC(=O)Nc3cccc4ccccc34)nc1=O)CCCC2,-0.9,-14.7,-1.4,-0.3%,0.8%,-3.1%,-2.5%,-15.9,-26.4%
[O-][N+](=Cc1c(Cl)cccc1Cl)CC1(O)CCCCC1,-0.5,3.2,0.3,-8.9%,-13.7%,3.2%,1.5%,2.6,6.7%
c1ccc(SC23CCCCN(CCC2)[C@]32CO2)cc1 (some centres not stated),-1.0,-4.1,-1.2,?,1.5%,-2.0%,2.2%,-16.3,-18.2%
COc1cc(/C=N\Nc2nc3ccccc3[nH]2)cc(OC)c1OC,-0.5,-1.7,-8.8,-7.7%,10.5%,-8.8%,14.0%,-2.1,-17.3%
CCOC(=O)c1c(C)oc2cc(Sc3ccccc3)c(O)c(O)c12,-0.5,6.5,-14.2,-19.6%,-26.6%,-2.4%,-0.1%,3.2,-22.5%
COc1ccc2c(c1)C1NC(=S)NC(C)(O2)C1C(=O)Nc1ccc(C)cc1C (configuration not stated),-0.7,-6.5,2.5,-24.7%,-15.5%,-12.5%,3.1%,-6.5,-24.1%
Nc1nc(-c2nonc2N)no1,-1.4,4.1,-5.2,-3.6%,-2.1%,-3.5%,11.1%,-0.4,52.6%[activator]
COC(=O)c1ccccc1S(=O)(=O)NNC(=O)c1nn(C)c(=O)c2ccccc12,0.1,-2.3,-7.7,0.5%,-1.0%,?,-10.7%,6.4,1.0%
COCCCNC(=O)CCc1nc(-c2ccccc2Cl)no1,-1.6,1.0,0.2,-0.3%,-10.9%,7.7%,-7.4%,10.1,-0.7%
CC(=O)Oc1ccc(C2C3=C(CC(C)(C)CC3=O)Nc3cc4c(cc32)OCCO4)cc1 (configuration not stated),-2.3,-7.9,-9.3,-13.4%,4.8%,0.7%,0.7%,-28.6,12.9%
Nc1nnc(SCC(=O)Nc2ccccc2N2CCOCC2)s1,-0.9,-0.8,-7.8,-3.6%,-16.6%,9.4%,-2.5%,11.2,1.6%
Fc1ccc(CNc2nc(-c3ccccc3)nc3ccccc23)cc1,-3.0,3.8,29.3,6.4%,2.6%,-3.1%,16.2%,14.3,?

# Compounds listed so far with two or more sulfur atoms:
SMILES,IL-2 act,D3 ag,PI5P4Ka inh,PLK1 PBD inh,GLP1R cytotox,WRN helicase inh,GLP1R ag,DRD3 antagonist,GLP-1R inv ag
C=CCNC(=O)c1ccccc1NC(=O)C1CCN(S(=O)(=O)c2ccc(SC)cc2)CC1,0.3,4.2,-7.9,-5.4%,10.0%,-3.5%,14.2%,-14.1,?
Nc1nnc(SCC(=O)Nc2ccccc2N2CCOCC2)s1,-0.9,-0.8,-7.8,-3.6%,-16.6%,9.4%,-2.5%,11.2,1.6%

# Additional compounds follow:
SMILES,IL-2 act,D3 ag,PI5P4Ka inh,PLK1 PBD inh,GLP1R cytotox,WRN helicase inh,GLP1R ag,DRD3 antagonist,GLP-1R inv ag
CC(NC(=O)C1C2C=CC(C2)C1C(=O)O)c1ccccc1 (configuration not stated),1.4,-1.1,0.4,-3.6%,-5.4%,-3.5%,-6.9%,-0.4,11.5%
O=[N+]([O-])c1ccc(N/N=C2/CCCCC2c2ccccn2)c([N+](=O)[O-])c1 (configuration not stated),1.5,2.9,-1.5,-20.1%,-25.3%,-12.5%,-8.0%,19.9,1.7%
CN1/C(=C/C(=O)C2CC2)C(C)(C)c2ccccc21,-0.3,-11.0,15.5,-4.0%,7.2%,-12.3%,3.4%,-17.6,?
COc1ccc(NC(=O)CSc2ncnc3c2nnn3-c2ccc(F)cc2)c(OC)c1,-1.7,-4.8,-1.0,-1.2%,?,-3.0%[57.1 µM],3.2%,0.0,?
CCCn1nc(NC(=O)CC(C)C)c2cc3ccccc3nc21,2.4,7.4,·,-13.9%,97.3%[activator],-1.9%,5.7%,15.5,0.0%
Cc1ccc(C(C)C)c(OCc2ccc(C(=O)N/N=C/c3ccc(O)cc3O)cc2)c1,0.7,15.5,-6.0,-2.7%,-2.3%,-12.1%,-3.3%,1.1,15.9%
COc1ccc(-n2ncc3c(SCC(=O)OC(C)C)ncnc32)cc1,-3.4,0.7,-3.9,-5.7%,-9.8%,6.2%,-0.2%,30.0,14.0%
Cn1[nH]c(C(F)(F)F)c(C=Nc2ccc(Cl)cc2)c1=O,-3.8,-3.6,2.6,-14.9%,3.0%,-3.3%,-6.3%,-62.7*,-1.4%
Cc1ccc(Oc2nnc(-c3ccccc3)cc2C#N)cc1,0.5,8.0,13.6,-4.2%,-4.7%,-3.2%,-7.8%,23.2,11.4%
CCn1c(SCC(=O)N2CCOCC2)nc2c(c1=O)SC(C)C2 (configuration not stated),0.6,1.1,2.0,?,6.1%,3.0%,1.6%,7.0,3.1%
CCOc1cc2c3c(c1)C(C)=CC(C)(C)N3C(=O)C2=O,-0.1,-13.6,-3.7,-3.4%,-20.3%,2.1%,-0.2%,-23.2,3.3%
CC(C)C(NC(=O)OCc1ccccc1)C(=O)NCC(=O)OC(C)(C)C (configuration not stated),-0.7,2.7,2.4,-1.5%,0.9%,-12.2%[57.1 µM],0.0%,-23.7,7.9%
Cc1ccc(C(=O)Cn2nnc3ccccc32)cc1,-0.2,5.3,-2.1,1.6%,-7.7%,3.0%,-12.9%,0.0,?
CCOC(=O)C(C(=O)OCC)C1OC(=O)c2cc3c(cc21)C(=O)OC3C(C(=O)OCC)C(=O)OCC (configuration not stated),-0.7,0.5,-3.3,-24.3%,1.5%,5.6%[57.1 µM],3.4%,-0.9,105.7%[activator]
CCOc1ccc(-c2noc(CCC(=O)NCC3CCCO3)n2)cc1OC (configuration not stated),-1.9,-2.7,-3.2,-10.4%,-0.8%,5.1%,7.8%,-24.0,2.0%
CCNC(=O)CN(c1ccc(Br)c(C)c1)S(C)(=O)=O,0.9,2.8,-2.3,-13.0%,-3.5%[7.66 µM],3.6%,0.2%,12.6,-19.3%[7.66 µM]
O=C(Nn1c(-c2ccc(Br)cc2)nc2ccccc2c1=O)c1ccc([N+](=O)[O-])cc1,1.4,-2.9,-1.8,-24.6%,4.4%,-28.5%[57.1 µM],4.5%,4.2,?
CCN(C(=O)CSc1nnc(Nc2ccccc2)s1)C1CCS(=O)(=O)C1 (configuration not stated),-1.3,2.0,1.8,4.7%,0.4%,-1.6%,-4.5%,3.8,20.8%
COc1ccc(Cl)cc1NC(=O)CN(C)C(=O)c1ccc(N2CCCCCC2)c([N+](=O)[O-])c1,-3.2,-8.0,-0.8,-5.5%,-9.6%,9.7%,-1.1%,-3.5,?
CCCN(C(=O)c1cc2c(=O)oc3ccc(C)cc3c2s1)c1ccc(OCC)cc1,·,7.0,·,·,-7.4%,·,0.0%,·,6.1%
COc1ccc(CN2CCn3ncc(C(=O)Nc4ccc(Cl)cc4Cl)c3C2=O)cc1,-1.3,0.0,0.1,0.0%,13.2%,-4.2%,3.9%,15.5,-16.2%
O=C(c1cccnc1)N1N=C(c2cccs2)CC1c1ccc(F)cc1 (configuration not stated),4.7,3.2,5.1,-18.3%,-9.2%,-7.7%,7.3%,3.9,?
Cc1ccc(S(=O)(=O)NC(=O)N2CCCC(C)(C)C2)cc1,-0.9,3.1,-2.5,-5.9%,1.6%,-14.2%,-3.8%,2.8,7.3%
COc1ccc2nc(SCC(=O)Nc3c(C)cccc3C)[nH]c2c1,-0.1,0.5,0.3,-7.7%,-2.3%,3.6%,-8.0%,4.6,-20.2%
O=C(NCCCCc1ccccc1)c1ccc(Br)cc1,-1.3,-3.9,0.2,-11.3%,0.7%,0.5%,24.2%,-0.7,?
CC(C)c1ccc(/C=C/C(=O)N2CCOCC2)cc1,-1.2,1.9,-10.9,?,-9.3%,-0.4%,1.2%,0.9,-6.7%
CCOc1ccccc1NC(=O)N1CCC(c2nc3ccccc3[nH]2)CC1,-1.9,10.2,·,-2.6%,-33.0%,2.9%,5.0%,11.4,-8.1%
O=c1oc(-c2ccccc2)cc(Cl)c1Cl,-4.5,0.0,9.7,10.6µM*,?,-4.8%,-7.9%,-15.1,?
